Screening results as filed in PubChem.
NOD2-RIPK2 inh: blocks binding of human NOD2 to RIPK2. inhibition, % at 4.98 µM. AID 624267. CHO BLA complementation NOD2-RIPK2, CCF4 ratio. O43353. 360,000 compounds, 0.38% hits; in the data active = inhibition above about 21%;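 also: 0% = vehicle only and 100% = reference blocker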
TLR9-MyD88 inh: blocks human TLR9 binding to MyD88; Q9NR96+Q99836; CHO BLA complementation TLR9-MyD88, CCF4 FRET ratio; inhibition, % at 4.98 µM; 340,000 compounds, 0.21% hits;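 active = inhibition above the mean over all tested compounds plus 3 SD, cut at about 21% in these data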;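 also: 0% = DMSO only wells and 100% = clavulanate BLA inhibitor control wells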
Target sequence (Q99836 whole entry, looked up): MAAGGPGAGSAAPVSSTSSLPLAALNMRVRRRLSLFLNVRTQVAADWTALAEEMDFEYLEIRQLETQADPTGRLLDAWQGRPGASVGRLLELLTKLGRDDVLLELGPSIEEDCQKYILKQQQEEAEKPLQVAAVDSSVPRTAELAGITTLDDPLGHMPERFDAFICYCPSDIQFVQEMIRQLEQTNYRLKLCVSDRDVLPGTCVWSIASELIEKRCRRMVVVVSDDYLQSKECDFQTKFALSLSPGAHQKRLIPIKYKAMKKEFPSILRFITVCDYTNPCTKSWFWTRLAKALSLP
Target sequence (Q9NR96 whole entry, looked up): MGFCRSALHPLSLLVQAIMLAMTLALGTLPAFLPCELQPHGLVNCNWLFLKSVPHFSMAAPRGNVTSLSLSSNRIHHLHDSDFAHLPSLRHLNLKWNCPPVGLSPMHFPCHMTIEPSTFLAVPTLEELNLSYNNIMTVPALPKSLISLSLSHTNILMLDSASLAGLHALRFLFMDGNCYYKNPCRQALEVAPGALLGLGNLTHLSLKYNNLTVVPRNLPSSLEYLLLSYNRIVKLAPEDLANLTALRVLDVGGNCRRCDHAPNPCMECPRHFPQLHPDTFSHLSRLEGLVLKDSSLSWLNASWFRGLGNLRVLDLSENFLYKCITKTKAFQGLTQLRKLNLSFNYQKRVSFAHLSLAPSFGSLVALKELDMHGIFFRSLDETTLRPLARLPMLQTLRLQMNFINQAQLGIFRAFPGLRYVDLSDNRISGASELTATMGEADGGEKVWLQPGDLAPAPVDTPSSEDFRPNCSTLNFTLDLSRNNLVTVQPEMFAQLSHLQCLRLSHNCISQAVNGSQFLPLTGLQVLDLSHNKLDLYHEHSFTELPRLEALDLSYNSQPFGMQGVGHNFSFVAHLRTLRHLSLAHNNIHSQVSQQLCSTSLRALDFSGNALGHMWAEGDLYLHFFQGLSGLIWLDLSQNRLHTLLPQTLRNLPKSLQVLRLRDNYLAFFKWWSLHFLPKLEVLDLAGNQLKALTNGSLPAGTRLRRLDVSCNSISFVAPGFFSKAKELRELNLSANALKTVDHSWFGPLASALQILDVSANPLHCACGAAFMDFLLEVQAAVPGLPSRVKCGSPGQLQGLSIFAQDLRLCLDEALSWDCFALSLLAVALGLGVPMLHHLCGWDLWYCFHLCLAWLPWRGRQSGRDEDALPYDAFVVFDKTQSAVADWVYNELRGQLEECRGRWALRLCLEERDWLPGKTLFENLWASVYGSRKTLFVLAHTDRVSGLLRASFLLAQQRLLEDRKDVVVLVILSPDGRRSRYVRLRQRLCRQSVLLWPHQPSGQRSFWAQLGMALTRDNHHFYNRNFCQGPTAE
Vif inh: HIV Vif inhibition | HEK293T cells, Vif self-association by quenched fluorescence, imaging, 24 h | inhibition, % at 7.49 µM | 340,000 compounds, 0.35% hits | AID 602346; in the data active = inhibition above about 50%, passing the limit was not always enough; also: some results filed as inactive read as strong as hits
EBV LMP1 NFkB: Epstein-Barr LMP1 NF-kappaB reporter inhibition | LMP1-induced NF-kappaB luciferase reporter cells, luminescence | inhibition, % at 12.5 µM | 350,000 compounds, 0.69% hits; in the data active = inhibition above about 41%;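 also: 0% = neutral control wells and 100% = reference inhibitor control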
TROY NFkB inh: inhibitors of TROY-dependent NF-kB signaling | 360,000 compounds, 0.98% hits | inhibition, % at 10 µM | Q293 LMP1-TROYcd NF-kB luciferase reporter, 4 h | AID 1347056;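 active = compounds whose plate-normalised and pattern-corrected inhibition of the luciferase reporter signal at the single screening dose is 50% or more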
NCOA2 inhibitor: inhibits human steroid receptor coactivator 2; 370,000 compounds, 0.17% hits; AID 651957; inhibition, % at 9 µM; HEK293 GAL4-SRC2 luciferase reporter, luminescence; Q15596;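 active = inhibition above the mean inhibition of all tested compounds plus 3 SD, set per campaign, cut at about 52% in these data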;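 also: 0% = DMSO treated cells and 100% = cells given Gossypol at 36 µM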
LRH-1 inv ag: inverse agonists of human LRH-1 (NR5A2); HEK293T StAR-luciferase reporter, LRH-1 transfected, 24 h; inhibition, % at 3.6 µM; 360,000 compounds, 0.13% hits;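 active = inhibition above the mean inhibition of all tested compounds plus 3 SD, cut at about 73% in these data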;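 also: 0% = DMSO wells and 100% = reporter-only cells lacking LRH-1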
C8 TRAIL sens: caspase-8 TRAIL sensitization; inhibition (viability loss, TRAIL sensitization), % at 10 µM; NB7+C8 cells + TRAIL, ATPlite viability luminescence; 360,000 compounds, 1% hits; AID 624354;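 active = compounds causing at least 50% loss of cell viability in the single-dose screen, relative to plate controls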
SRC3 inh: inhibits human SRC3 coactivator; AID 588352; inhibition, % at 3.6 µM; 360,000 compounds, 0.17% hits; Q9Y6Q9; HEK293 GAL4-SRC3 luciferase reporter, luminescence;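 active = inhibition above a per-campaign cutoff, the mean of all compounds plus 3 SD, cut at about 60% in these data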;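 also: 0% = DMSO-treated cells and 100% = gossypol-treated cells at 36 µM; higher means less SRC3-driven luciferase light from the GAL4 reporter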
COUP-TFII inh: blocks human COUP-TFII nuclear receptor | HEK293T NGFI-A luciferase reporter, luminescence | 370,000 compounds, 0.7% hits | P24468 | inhibition, % at 8.6 µM;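 active = inhibition above a per-plate cutoff, mean inhibition of test wells between control levels plus 3 SD, cut at about 38% in these data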;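 also: cells cotransfected with COUP-TFII expression vector driving the NGFI-A reporter; 0% = median of COUP-TF2 test wells and 100% = reporter-only cells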
NCOA1 inh: inhibitors of human steroid receptor coactivator 1 (SRC1); 360,000 compounds, 0.12% hits; Q15788; inhibition, % at 3.6 µM; HEK293 GAL4-SRC1 luciferase reporter, luminescence;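 active = inhibition above the campaign mean plus 3 SD, with each screening campaign given its own cutoff, cut at about 60% in these data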;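 also: 0% = DMSO treated cells and 100% = gossypol at 36 µM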
* = called active by the depositor; x = no result given; & = joins results of further samples. These rows are one share of the data (hit frequency here may not be typical).

Molecule	NOD2-RIPK2 inh	TLR9-MyD88 inh	Vif inh	EBV LMP1 NFkB	TROY NFkB inh	NCOA2 inhibitor	LRH-1 inv ag	C8 TRAIL sens	SRC3 inh	COUP-TFII inh	NCOA1 inh
Cc1ccc(S(=O)(=O)NCCN2CCOCC2)c(C)c1C	72*	-3	x	-15	12	0	-12	-4	-6	-18	-6
COc1ccc(N=C2SC(C(=O)Nc3ccc4c(c3)OCO4)CC(=O)N2C)cc1 (stereo not drawn)	-10&-1	-6&3	-1&-7	1&5	1&2	-14	4&28	2&0	-7&-1	-3	3&-2
O=C(CN1C(=O)c2cccnc2Oc2ccc(Cl)cc21)N1CCCC1	7	1	-9	5	6	-1	4	6	-22	-1	8
COC(=O)c1ccc(NS(=O)(=O)NC(=O)c2cn(C)c3ccccc23)cc1	-7	1	-2	-1	-17	0	-17	-8	-1	11	-6
CCC(=O)Nc1ccc(C(=O)CN2C(=O)NC3(CCOc4ccccc43)C2=O)cc1 (stereo not drawn)	-4	-11	-11	0	1	-18	12	-15	1	6	-6
COc1ccc(NC(=O)N(C)[C@H]2C[C@H]3c4[nH]c5ccccc5c4CCN3C(=O)[C@H]2CO)cc1	-6	5	1	-15	-22	-14	14	-18	-4	3	-17
COc1ccc(CCC(=O)Nc2cc(Cl)ccc2OC)cc1	-7	9	0	9	8	-15	-5	-4	11	26	-4
Cc1ccc(CNC(=O)CN(CCc2ccccc2)S(C)(=O)=O)cc1	-3	5	-8	-5	-3	21	15	-11	6	10	-15
COCC(C)NC(=O)c1ccccc1OC(C)=O (stereo not drawn)	0	-7	x	6	8	2	15	-5	-26	23	5
COC(=O)[C@@]1(Cc2ccccc2)[C@H]2C(=O)N(C)C(=O)[C@H]2[C@H]2CN=C(SCc3ccc(Cl)cc3)N21	8	-12	-8	-6	-13	8	7	-15	-33	11	5
COc1ccccc1CNC(=O)N1CCN(c2ccccc2C)CC1	3	-3	-9	-5	-4	-9	8	1	-10	9	1
CCn1c(SCC(=O)Nc2cccc(NC(=O)c3ccco3)c2)nnc1-c1cccs1	-5	-18	-10	5	10	-9	-11	5	5	-11	-4
O=C(NNC(=O)c1csc(-c2cccnc2)n1)c1ccccc1	-1	-6	-5	6	1	-17	-16	10	11	-21	-6
CC(C)C(OC(=O)c1ccco1)C(=O)NCc1ccccc1 (stereo not drawn)	-4	-12	-4	-2	-4	-2	4	2	3	21	4
CCCCC[C@@H]1[C@H]2[C@H]3C(=O)N(c4ccccc4)C(=O)[C@H]3CC(=O)[C@H]2[C@H](c2ccccc2)N1S(=O)(=O)c1ccc(C)cc1	2	x	-5	x	7	8	-6	-11	9	6	19
C[C@@H]([C@H](O)c1ccccc1)N(C)C(=S)Nc1ccccc1	3	0	1	10	14	-26	3	-31	-4	-17	3
CCOc1ccsc1C(=O)NNC(=O)c1ccco1	-13	-14	-11	-7	10	-7	5	-20	22	6	12
Cc1ccc(OCc2ccc(C(=O)NNC(=S)NCC3CCCO3)o2)c([N+](=O)[O-])c1 (stereo not drawn)	-10	-10	3	1	-1	-12	2	4	11	2	-20
CCOC(=O)Cc1csc(NC(=O)/C=C\c2ccccc2Cl)n1	9	x	-14	-1	5	-25	-66	42	-32	-20	-31
N/C(CCCN1CCCCC1)=N/O	-8	6	x	6	-11	-8	5	5	15	16	-4
CC1CCN(c2nc3c(c(=O)[nH]c(=O)n3C)n2CC(C)CSc2nnnn2-c2ccccc2)CC1 (stereo not drawn)	-5	-5	-1	-3	8	-5	-2	-13	8	-22	-20
CCc1nnc(NC(=O)c2nc3nccc(C)n3n2)s1	-13	-9	12	-6	24	7	7	4	-11	17	-5
COC(=O)C1C(C(=O)OC)C1(c1ccccc1)c1ccccc1 (stereo not drawn)	-2	6	7	3	-4	-12	-17	-9	14	9	4
O=C(Nc1ccc2c(c1)OCCO2)N1CCN(c2ccc(F)cc2)CC1	-10	-7	-7	-1	-31	-20	-42	-7	-36	-7	3
COc1ccc(-c2c(C3=CCCCC3)oc3ccc(-c4ccc5c(c4)OCO5)cc23)cn1	-7	-13	7	-12	-5	10	-15	21	-4	1	6

(more compounds)
Molecule	NOD2-RIPK2 inh	TLR9-MyD88 inh	Vif inh	EBV LMP1 NFkB	TROY NFkB inh	NCOA2 inhibitor	LRH-1 inv ag	C8 TRAIL sens	SRC3 inh	COUP-TFII inh	NCOA1 inh
CCCCN(C(=O)C(C)N1C(=O)c2ccccc2C1=O)c1c(N)n(CCCC)c(=O)[nH]c1=O (stereo not drawn)	-14	-9	4	2	-15	1	11	-2	-6	4	-21
Fc1cccc(Oc2nc3ccccc3n3cccc23)c1	6	-7	6	-2	9	-31	2	2	-8	5	-4
Cc1c(NS(=O)(=O)c2ccc3c(c2)NC(=O)CC(=O)N3)cccc1[N+](=O)[O-]	-6	1	-2	-5	-3	-22	3	-9	-1	8	1
O=C(/C=C/[C@H]1O[C@@H](n2ccc(=O)[nH]c2=O)[C@H](O)[C@@H]1O)NCc1ccc2c(c1)OCO2	-1	x	0	x	11	-13	-29	9	10	-1	-7
COc1ccc(CN(C)C(=O)C2CSC3(C)CCC(=O)N23)cc1OC (stereo not drawn)	-2	-11	-9	3	10	-13	13	12	12	5	-2
Cc1cccc(-n2ncc3c(Nc4c(C)n(C)n(-c5ccccc5)c4=O)ncnc32)c1	-2	0	-3	1	-8	x	-12	-1	27	x	13
O=C(NNc1ccccc1)Nc1ccccc1F	-5	7	1	-13	-35	-13	0	16	-17	-11	-11
COc1cccc(N2CCN(C(=O)CCC(=O)N3CCOc4ccc(C)cc43)CC2)c1	0	-11	x	3	7	14	-2	-6	-17	14	-9
CC1=NN(c2ccc([N+](=O)[O-])cc2)C(=O)/C1=C\N(C)C	0	7	-1	1	-11	-43	5	5	-9	-7	-48
C[C@@H]1O[C@@H](Oc2c(-c3ccc(O)c(O)c3)oc3cc(O)cc(O)c3c2=O)[C@H](O)[C@H](O)[C@H]1O	-14&-4	5&6	-5&-7	13&0	-2&-9	18&-31	-5&-3	3&-14	2&4	-8&14	7&-6
COCC(C)NCc1cccc(OC)c1OC (stereo not drawn)	4	3	1	3	-1	-30	-10	24	13	12	1
NC(=O)c1cc(S(=O)(=O)NCc2ccc(F)cc2)cs1	-4	-3	-2	-6	-1	-28	6	1	-29	16	9
O=C(CN1CCN(S(=O)(=O)N2CCCCC2)CC1)Nc1ccc(Br)cc1	-4	-14	1	-4	-9	4	26	5	27	11	17
CCOC(=O)c1ccccc1NC(=O)COC(=O)CCC(=O)N1CCOCC1	-12	4	x	x	-19	-12	14	5	8	-2	-12
CCS(=O)(=O)C1C(=O)N(C)C(S(=O)(=O)CC)C(=O)N1C (stereo not drawn)	-4	-1	-4	0	-3	1	-1	-6	3	6	0
CC1CC(C)CN(S(=O)(=O)c2ccc3c(c2)oc(=O)n3CC(=O)NCCCOC(C)C)C1 (stereo not drawn)	-2	-4	-4	-1	-10	5	-3	12	16	8	0
C/C(N)=C(/C#N)C(=O)COC(=O)CNS(=O)(=O)c1ccc(F)c(F)c1F	-5	4	14	-1	-7	11	16	-6	10	2	-9
COc1ccc(NC(=O)c2cc(S(=O)(=O)NCC3COc4ccccc4O3)ccc2F)cc1 (stereo not drawn)	2	-1	3	-13	13	12	-16	7	4	9	2
COc1ccccc1C(=O)N1CCC(N2CCN(c3ccccc3)CC2)CC1	0	-12	-5	-2	-14	-2	-16	13	18	23	3
COc1cccc(C(=O)Nc2ccc(S(=O)(=O)Nc3nccc(C)n3)cc2)c1	2	10	4	-2	0	-17	-11	-9	10	8	3
O=[N+]([O-])c1cccc(CN2CCN(S(=O)(=O)Cc3ccccc3)CC2)c1	-17	-4	-15	-14	2	15	16	3	-23	1	-3
Cc1csc(NC(=O)c2cc(-c3ccccc3)nc3ccccc23)n1	-28	3	-21	-2	-1	1	1	19	12	13	31
COc1cc(C(O)c2nc(-c3ccc(C)c(C)c3)cs2)ccc1F (stereo not drawn)	-7	x	-7	x	3	4	6	-3	-12	0	13
Cc1ccc(NC(=O)/C=C/C(=O)O)c(NC(=O)c2ccccc2)c1	9	-4	53*	-2	-4	-10	13	9	-22	-7	0
c1cc(C2OCCN2CC2COC3(CCCC3)O2)ccn1 (stereo not drawn)	8	-4	19	-5	-15	6	0	20	21	-8	16

Record cards, from the list above. Order of screens: NOD2-RIPK2 inh	TLR9-MyD88 inh	Vif inh	EBV LMP1 NFkB	TROY NFkB inh	NCOA2 inhibitor	LRH-1 inv ag	C8 TRAIL sens	SRC3 inh	COUP-TFII inh	NCOA1 inh
`C/C(N)=C(/C#N)C(=O)COC(=O)CNS(=O)(=O)c1ccc(F)c(F)c1F` across the screens: -5	4	14	-1	-7	11	16	-6	10	2	-9
`Cc1c(NS(=O)(=O)c2ccc3c(c2)NC(=O)CC(=O)N3)cccc1[N+](=O)[O-]` across the screens: -6	1	-2	-5	-3	-22	3	-9	-1	8	1

Additional records
Molecule	NOD2-RIPK2 inh	TLR9-MyD88 inh	Vif inh	EBV LMP1 NFkB	TROY NFkB inh	NCOA2 inhibitor	LRH-1 inv ag	C8 TRAIL sens	SRC3 inh	COUP-TFII inh	NCOA1 inh
COc1cc(SC)ccc1C(=O)NC1CCCCC1	-2	8	13	-2	-12	-18	-26	-2	-28	-32	-38
CCCCN1CCCCC1(C)C(=O)NCc1cccs1 (stereo not drawn)	-9	x	2	x	-21	-26	7	9	13	10	8
COc1ccc(CCC(C)N2CCC(CO)(Cc3ccccc3)CC2)cc1 (stereo not drawn)	-3	-7	-14	-3	12	11	2	-29	-16	6	-40
O=[N+]([O-])c1cc(C(F)(F)F)cc([N+](=O)[O-])c1N1CCN(S(=O)(=O)c2ccccc2)CC1	-1	4	5	7	12	-10	0	0	14	-4	-41
COc1cccc(C(=O)NCC(=O)N/N=C(\C)Cc2ccccc2)c1	-12	-5	-5	-1	-7	-24	12	0	5	8	-18
Cc1cc(C)cc(Cn2c3ccc(NC(=O)NCCc4cccs4)cc3c(=O)n2C)c1	2	x	9	x	-10	-2	-27	0	-3	-5	-13
CC(C)[C@@H](C(=O)OCC(=O)Nc1ccc2c(c1)OCO2)N1C(=O)c2ccccc2C1=O	4	-1	-9	-2	10	18	9	6	13	10	-2
O=C(CN1C(=O)/C(=C\c2ccccc2F)SC1=S)Nc1nc2ccccc2s1	-1	1	0	5	68*	-27	25	4	7	4	-1
COc1ccc([N+](=O)[O-])cc1NC(=O)CCN1CCOCC1	15	3	7	5	-10	-16	-4	-2	-9	-8	6
COc1cccc(NC(=O)C(NCC(C)(C)CN(C)C)c2ccccc2)c1 (stereo not drawn)	0	-1	13	-6	-4	0	16	11	-15	10	-2
COc1cccc2cc(C(=O)CS(=O)(=O)c3ccc(C(C)(C)C)cc3)c(=O)oc12	-8	-11	-3	5	0	-34	-21	-3	0	18	3
CC(C)c1ccc(OCCCCCN2CCOCC2)cc1	0	-3	-5	-18	-45	-11	-21	-2	-26	-13	-19
OCCCNc1nc(-c2ccc(Cl)cc2)nc2ccccc12	3	3	-7	-12	2	-3	7	1	1	3	2
O=C(NNC(=O)C1CC=CCC1)c1ccccc1O (stereo not drawn)	-13	-12	0	2	-42	-1	-47	-1	-44	-31	-13
COc1cccc2c1C(=O)C=C(C)C2=O	8	-14	5	-11	31	-9	21	-6	9	3	-1
CCCNC(=S)N1CCN(c2nc(-c3ccc(C)cc3)cs2)CC1	-1	-8	1	14	-7	9	-2	14	-1	27	-15
